SSB-PriA inh = blocks PriA binding to SSB C-terminal tail; AlphaScreen SSBct-PriA binding, biotinylated peptide; inhibition, % at 33 µM; hit rate 0.6% among 430,000; AID 1272365; in the data active means inhibition mostly above about 37%, no sharp cut-off; inactive means mostly below about 20%;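 further: plate controls were negative control peptide for no effect and reference peptide for full effect; strong numbers were not always called active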
Mtb FBA inh = Mtb fructose-bisphosphate aldolase inhibition. purified M. tuberculosis FBA, fluorescence read-out. AID 588726. hit rate 2.3% among 360,000. inhibition, % at 1 µM; in the data active means inhibition above about 27%;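 further: 0% = vehicle and 100% = reference inhibitor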
SARS 3CLpro inh = SARS-CoV 3CLpro protease inhibition. recombinant SARS-CoV 3CLpro, quenched FRET peptide cleavage. inhibition, % at 6 µM. hit rate 0.14% among 290,000. AID 1706; in the data active means inhibition above about 12%
BioA inh = blocks M. tuberculosis BioA enzyme activity | inhibition, % at 9.99 µM | AID 602481 | purified M. tuberculosis BioA enzyme, plate reader | hit rate 0.096% among 360,000; in the data active means inhibition above about 40%
Mtb UGM inh = inhibitors of M. tuberculosis UDP-galactopyranose mutase; P9WIQ1; purified UGM, fluorescence polarization probe displacement; inhibition, % at 10 µM; hit rate 0.06% among 320,000; AID 504406; in the data active means inhibition above about 10%, passing the limit was not always enough
Target sequence (P9WIQ1 whole entry, looked up): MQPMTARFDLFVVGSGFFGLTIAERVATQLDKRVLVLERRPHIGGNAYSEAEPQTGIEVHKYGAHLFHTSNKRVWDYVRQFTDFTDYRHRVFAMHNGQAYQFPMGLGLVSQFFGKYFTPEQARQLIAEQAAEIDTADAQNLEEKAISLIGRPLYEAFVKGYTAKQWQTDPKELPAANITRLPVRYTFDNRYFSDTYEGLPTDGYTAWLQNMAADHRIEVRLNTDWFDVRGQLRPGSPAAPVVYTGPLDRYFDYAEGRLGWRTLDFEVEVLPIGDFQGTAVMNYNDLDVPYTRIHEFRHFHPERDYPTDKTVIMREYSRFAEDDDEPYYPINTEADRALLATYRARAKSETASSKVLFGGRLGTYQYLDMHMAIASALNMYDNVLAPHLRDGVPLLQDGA
GDH-TPI inh = inhibits GDH-TPI coupling enzymes, artifact for Mtb FBA screen | hit rate 1.2% among 360,000 | inhibition, % at 4.8 µM | GDH-TPI coupled enzyme counterscreen, NADH absorbance | AID 588335; in the data active means inhibition above about 30%;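 further: 0% = DMSO wells and 100% = wells lacking the enzyme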
Rv3671c inh = Rv3671c (M. tuberculosis) protease inhibition; P9WHR9; inhibition, % at 5.96 µM; hit rate 0.048% among 320,000; AID 2606; in the data active means inhibition above about 38%;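 further: extracellular domain of Rv3671c used as enzyme; 0% = enzyme with DMSO and 100% = no enzyme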
Target sequence (P9WHR9 whole entry, looked up, the tested form may be a part): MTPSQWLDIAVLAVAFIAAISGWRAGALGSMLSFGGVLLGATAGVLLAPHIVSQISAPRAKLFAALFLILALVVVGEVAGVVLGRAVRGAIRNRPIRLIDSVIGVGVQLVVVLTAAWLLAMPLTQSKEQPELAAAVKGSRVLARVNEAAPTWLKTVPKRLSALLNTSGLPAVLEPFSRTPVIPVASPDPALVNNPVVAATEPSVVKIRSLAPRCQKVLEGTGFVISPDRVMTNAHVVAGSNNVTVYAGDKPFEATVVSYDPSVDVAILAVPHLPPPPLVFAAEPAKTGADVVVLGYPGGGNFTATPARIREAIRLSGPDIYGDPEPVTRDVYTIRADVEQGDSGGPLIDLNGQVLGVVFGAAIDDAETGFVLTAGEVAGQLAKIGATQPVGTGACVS
DUSP3 inh = inhibitors of human VHR1 phosphatase (DUSP3); inhibition, % at 13.3 µM; AID 1654; hit rate 0.52% among 290,000; recombinant VHR phosphatase, pNPP absorbance; in the data active means inhibition above about 50%; further: some compounds called inactive have numbers as strong as hits
Target sequence (P51452 whole entry, looked up): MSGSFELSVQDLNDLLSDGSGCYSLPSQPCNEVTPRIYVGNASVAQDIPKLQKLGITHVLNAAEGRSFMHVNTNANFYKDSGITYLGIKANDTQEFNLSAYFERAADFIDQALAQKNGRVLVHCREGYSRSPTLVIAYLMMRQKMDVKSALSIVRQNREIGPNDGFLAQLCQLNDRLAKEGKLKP
MazF activator = MazEF (E. coli) toxin RNase activation | activation, % at 20 µM | P0AE70 | hit rate 0.32% among 350,000 | FAM/BHQ RNA-DNA oligo cleavage fluorescence, 5 h; in the data active means activation above about 50%
Target sequence (P0AE70 whole entry, looked up): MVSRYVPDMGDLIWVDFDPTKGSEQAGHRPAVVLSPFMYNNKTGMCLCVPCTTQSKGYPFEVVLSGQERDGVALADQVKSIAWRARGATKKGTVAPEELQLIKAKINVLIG
Vc quorum ag = inducers of Vibrio cholerae quorum light production without autoinducers; hit rate 0.16% among 350,000; V. cholerae BH1578 lux reporter, luminescence, 6 h; activation, % at 18.7 µM; in the data active means activation mostly above about 9.7%, no sharp cut-off; further: not every result past the cut was called active; inactives centre near 0; reference of the scale not given here
* = called active by the depositor; i = inactive; . = not tested or not shown; + = active, no number; & = joins results of further samples.

Molecule,Vc quorum ag,SARS 3CLpro inh,DUSP3 inh,Mtb UGM inh,SSB-PriA inh,Mtb FBA inh,GDH-TPI inh,Rv3671c inh,MazF activator,BioA inh
O=C(CN1CCN(S(=O)(=O)/C=C/c2ccccc2)CC1)Nc1ccccc1N1CCOCC1,-0.5,4,-3,1.1,8,2,0,0,-8,.
O=C1CC(C(=O)Nc2cccc3ccccc23)C2(CCCC2)O1 (configuration not stated),i,-7,27,-2.2,-3,4,6,-3,11,-0.2
O=C(NCCCCC(NC(=O)c1ccc([N+](=O)[O-])cc1)C(=O)O)c1ccc([N+](=O)[O-])cc1 (configuration not stated),i,0,31,1.9,-9,-2,9,-5,-6,.
CC1CCC2(CC1)NC(=O)N(CC(=O)Nc1ccc(N3CCOCC3)cc1)C2=O (configuration not stated),0.4,-3,-14,-1.1,11,2,0,-5,11,-0.1
CCCCOc1ccc(C(=O)NCCc2ccccc2)cc1,-0.3,4,-13,0.5,-26,2,-3,-9,1,-1.2
CSc1cccc(N/C(=N/S(=O)(=O)c2ccccc2)NN)c1,-0.6,6,10,-3.3,.,-1,0,.,-2,-1.3
CC(=O)Nc1ccc(S(=O)(=O)Nc2nc3ccccc3nc2Nc2ccc(O)c(C(=O)O)c2)cc1,-0.6,7,-2,-0.6,5,7,22,5,-29,-14
FC(F)Oc1ccc(NC(=S)NC2CCCCCCC2)cc1,0.1,5,16,0.9,-10,0,2,-7,5,-0.2
O=C(Nc1ccccc1)NC1(C(=O)N2CCN(c3ncccn3)CC2)CCCCC1,.,2,17,0.4,-3,5,-12,5,7,-2.9
COc1ccc(C(=O)NNC2=NS(=O)(=O)c3ccccc32)cc1OC,-0.3,-4,-19,1.6,-3,-2,12,2,8,-0.4
COc1ccc(S(=O)(=O)N2CCN(Cc3ccccc3)CC2)c(C)c1,-0.6,4,-8,0.6,-14,1,-4,-5,2,6.2
COc1ccc(NS(=O)(=O)c2ccc3c(c2)NC(=O)CO3)cc1,0.7,1,0,0.7,-13,-1,-3,-7,9,.
COC(=O)c1ccc(N/C=C\C(=O)c2ccc3c(c2)OCO3)cc1,i,1,-10,4.0,-6,1,5,-2,-12,.
Cc1c(OC(C)C(=O)NCC2CCC(C(=O)O)CC2)ccc2c3c(c(=O)oc12)CCCC3 (configuration not stated),0.4,-1,39,-1.3,2,17,16,-4,6,8.2
O=C(c1cccs1)N1CCC(C(=O)N2CCN(Cc3ccc4c(c3)OCO4)CC2)CC1,-0.2,-7,16,-2.5,1,1,-10,-14,-6,.
COc1ccc2cc(CN(Cc3cccnc3)S(=O)(=O)c3ccccc3)c(=O)[nH]c2c1,-0.3,1,10,-2.2,5,6,11,6,7,.
CCCS(=O)(=O)c1c(S(=O)(=O)CCC)c2c(N)cccn2c1C(=O)OC,-0.6,6,19,2.0,-6,5,6,0,2,.
O=C(Nc1sc2c(c1C(=O)N1CCOCC1)CCCCC2)c1cccnc1,i,2,18,-2.5,-9,2,5,-7,-4,0.3
CC1=CC(=O)c2c(O)ccc(O)c2C1=O,.,7,66,1.1,.,.,.,-1,.,.
Cc1cccc(Nc2ccccc2C(=O)NCc2ccco2)c1C,i,-2,31,2.3,10,-2,7,14,3,-0.1

2 compounds from above, reduced to Mtb FBA inh:
compound	Mtb FBA inh
O=C(c1cccs1)N1CCC(C(=O)N2CCN(Cc3ccc4c(c3)OCO4)CC2)CC1	1
O=C(Nc1ccccc1)NC1(C(=O)N2CCN(c3ncccn3)CC2)CCCCC1	5

The list goes on.
Molecule,Vc quorum ag,SARS 3CLpro inh,DUSP3 inh,Mtb UGM inh,SSB-PriA inh,Mtb FBA inh,GDH-TPI inh,Rv3671c inh,MazF activator,BioA inh
Cc1ccc(NP(=O)(c2ccccc2)c2nc3ccccc3s2)cc1 (configuration not stated),0.6,-1,20,-0.8,-4,-6,3,-7,-6,.
CCN1CCc2nc(N)sc2C1,-1.0,-3,9,0.1,-1,0,-2,5,-2,.
O=C1/C(=C\c2c(NCCOCCO)nc3ccccn3c2=O)SC(=S)N1Cc1ccco1,-0.4,-10,18,-3.7,-1,-10,7,-80,-105,-1.3
CN(CC(=O)NCCCc1ccccc1)Cc1ccc(Br)cc1,-15,0,-5,-2.5,-4,14,16,7,-3,-0.6
COc1ccc(CCNC(=O)c2cccnc2)cc1,0.5,7,42,-1.3,1,1,-6,3,2,4.8
CCc1ccc(N2CC(C(=O)OCc3csc(CC(=O)Nc4ccccc4C)n3)CC2=O)cc1 (configuration not stated),-0.1,.,.,0.0,11,4,-7,2,9,-0.3
CCCCC(=O)Nc1nn(CC(C)C)c2nc3ccccc3cc12,-3.1,3,7,-0.2,-3,2,6,-1,-12,-2.0
Cc1ccc(NC(=O)c2cc(S(=O)(=O)Nc3ccc(C)cc3)cs2)cc1,-0.4,4,.,0.8,-1,-1,12,-223,1,-1.1
CCOC(=O)c1c(NC(=O)CSc2nnc(C)s2)sc2c1CCN(C)C2,-0.4,-3,0,-1.9,-15,3,17,-4,11,-2.0
COc1ccc(C(=O)NC(=C(Cl)Cl)S(=O)(=O)c2ccc(C)cc2)cc1,-0.7,9,18,2.0,-5&-17,-1,-15,-3,8,-0.2
Cc1ccc(CNC(=O)C2CC(c3ccccc3F)=NO2)cc1 (configuration not stated),i,.,19,-2.6,-7,3,0,1,11,0.6
COc1cc2c3nnc(-c4ccc(F)cc4)c-3cn(Cc3ccccc3F)c2cc1OC,i,-4,4,.,-4,2,9,.,39,.
c1ccc(CNC2=NCCS2)cc1,i,7,17,-0.7,-20,1,-2,-4,5,2.2
CC(Oc1ccc(Br)cc1Br)C(=O)Nc1cccnc1 (configuration not stated),0.1,3,13,0.7,-22,2,0,.,-2,16
O=C(COC(=O)COc1ccc(Cl)cc1Br)NC1CC1,i,.,.,-0.4,2,1,-2,3,-3,.
Cc1cccc(Oc2cc(N)cc([N+](=O)[O-])c2)c1,i,9,-4,0.4,15,-2,-1,5,-2,.
COc1ccccc1-c1cc(C(=O)N2CCCC2)no1,-0.3,0,34,-0.2,6,-7,-5,9,7,5.3
COCCn1c(-c2ccccc2Cl)nc2c(c(=O)c3ccccc3n2C)c1=O,-0.3,-3,5,-1.6,4,0,9,16,1,.
COc1ccc2c(c1)CC/C(=C/c1ccco1)C2=O,i,-4,-5,2.5,-2,4,16,-15,-4,.
COc1ccc(NC(=O)c2cc(-c3ccccc3)on2)cc1OC,-0.3,0,18,-1.6,-9,0,-3,-2,9,-0.2

In another format: three of the compounds above.
COc1ccc(C(=O)NC(=C(Cl)Cl)S(=O)(=O)c2ccc(C)cc2)cc1
  Vc quorum ag: -0.7 | SARS 3CLpro inh: 9 | DUSP3 inh: 18 | Mtb UGM inh: 2.0 | SSB-PriA inh: -5&-17 | Mtb FBA inh: -1 | GDH-TPI inh: -15 | Rv3671c inh: -3 | MazF activator: 8 | BioA inh: -0.2

Cc1ccc(CNC(=O)C2CC(c3ccccc3F)=NO2)cc1 (configuration not stated)
  Vc quorum ag: i | SARS 3CLpro inh: . | DUSP3 inh: 19 | Mtb UGM inh: -2.6 | SSB-PriA inh: -7 | Mtb FBA inh: 3 | GDH-TPI inh: 0 | Rv3671c inh: 1 | MazF activator: 11 | BioA inh: 0.6

COc1cc2c3nnc(-c4ccc(F)cc4)c-3cn(Cc3ccccc3F)c2cc1OC
  Vc quorum ag: i | SARS 3CLpro inh: -4 | DUSP3 inh: 4 | Mtb UGM inh: . | SSB-PriA inh: -4 | Mtb FBA inh: 2 | GDH-TPI inh: 9 | Rv3671c inh: . | MazF activator: 39 | BioA inh: .

The list goes on.
Molecule,Vc quorum ag,SARS 3CLpro inh,DUSP3 inh,Mtb UGM inh,SSB-PriA inh,Mtb FBA inh,GDH-TPI inh,Rv3671c inh,MazF activator,BioA inh
CCOC(=O)c1cnc(SCc2ccc(C(C)(C)C)cc2)nc1N,-0.3,1,27,-2.7,-18,-1,1,0,-7,1.0
C[C@@H]1CN([C@@H](C)CO)C(=O)CCCn2cc(nn2)CO[C@H]1CN(C)S(=O)(=O)c1ccc2ccccc2c1,i,.,.,.,.,0,-4,.,-6,0.9&0.5
CC(OC(=O)Nc1ccccc1)C(=O)OC1CCCCC1 (configuration not stated),-0.9,.,.,.,-13,1,9,.,10,7.3
COc1ccc(NS(=O)(=O)c2cccc(C(=O)N3CCN(c4ccccc4O)CC3)c2)cc1,i,.,.,.,14,-2,-5,-3,1,.
Oc1ccc(-c2n[nH]c(C(F)(F)F)c2-c2ccccc2)c(O)c1,-0.3,2,31,0.2,-4,12,6,1,6,.
Cc1cccc(C)c1NC(=O)C1(N(C(=O)c2ccccn2)c2ccc(O)cc2)CCCCC1,-1.8,1,8,-0.9,-1,-2,-2,-9,4,.
COc1cccc2cccc(/C=N/n3cnnc3)c12,-2.7,-2,9,-0.7,.,2,12,-9,2,.
O=C(CSc1ncn[nH]1)Nc1ncc(C(F)(F)F)cc1Cl,-0.6,4,14,-1.0,-11,-1,0,0,4,.
CCOc1ccc(CCNC(=O)c2cccc(S(=O)(=O)N3CCN(C(C)=O)CC3)c2)cc1OCC,i,.,.,-0.8,-8,1,-1,3,-5,-0.4
CN(C(=O)CN1C(=O)NC(C)(CCc2ccccc2)C1=O)c1ccccc1 (configuration not stated),i,.,.,0.6,-5,2,1,5,-2,.
O=[N+]([O-])c1ccc(O)c(/C=N/Nc2nn[nH]n2)c1,-0.3,0,23,5.0,.,-13,18,14,5,0.1
CC(C)(C)SCCNC(=O)c1ccc(Cl)c(S(=O)(=O)N2CCOCC2)c1,0.4,-3,.,-0.3,-1,1,1,4,3,-4.8
CCS(=O)(=O)N1CCC(C(=O)Nc2cc([N+](=O)[O-])ccc2C)CC1,-0.3,2,13,5.3,9,1,0,7,10,-0.5
COc1ccc(C(=O)Nc2ccc(S(=O)(=O)Nc3nccc(C)n3)cc2)cc1,-13,-2,5,-1.8,7,2,5,-2,0,-1.8
COc1cc2c(cc1OC)-c1cc3ccc4c(c3c[n+]1CC2)OCO4,i,-4,-15,4.0,3,-1,35*,-8,-261,-24
O=C(CCNC(=O)c1ccco1)Nc1cccc(Br)c1,1.6,2,21,-2.0,0,2,10,0,5,.
COc1ccc(Cn2nnnc2CN2CCc3ccccc3C2)cc1,i,-3,0,-1.0,-4,2,-6,-1,-3,3.0
COc1ccc(C(=O)N2CCCC(C)(C(=O)NS(=O)(=O)C3CC3)C2)c(OC)c1 (configuration not stated),-0.4,.,.,.,.,-4,2,.,.,-1.4
CCc1nc(N2CCC3(CC2)OCCO3)c2nnn(Cc3ccccc3Cl)c2n1,-0.5,4,15,0.5,-2,0,8,-5,3,-1.3
C/C(=N/NC(=O)c1ccc(Br)o1)c1cccc(NC(=O)c2ccc(F)cc2)c1,-0.4,0,6,-0.5,.,0,-1,-3,4,1.1
COc1cccc(OC)c1C(=O)NCCSC1CCCCC1,i,-2,17,0.1,-9,2,4,-8,-6,0.5
CCOC(=O)C1=CN(Cc2cccc(F)c2)S(=O)(=O)N(CC)C1c1ccccc1 (configuration not stated),3.1,.,.,.,-21,2,-7,.,0,-1.3
CC1CCN(CCOc2ccccc2-c2ccccc2)CC1,-0.1,1,-7,0.5,-1,4,-7,-4,-1,.
Cc1cccnc1CN1CCN(C(=O)CCc2nnc(CCc3ccccc3)o2)CC1,-0.2,-2,12,0.2,-4,-2,-3,6,1,0.2
N#C/C(=C\c1c[nH]c2ccccc12)C(N)=O,i,4,11,-1.8,-4,2,19,-4,-2,.
Cc1c(Cl)cccc1NC(=O)CC1NCCNC1=O (configuration not stated),-2.9,3,-9,0.0,-1,+,-9,1,-1,2.1
COC(=O)C1=C(C)Nc2ncnn2C1c1ccccn1 (configuration not stated),-2.4,-3,-11,2.8,-10,7,4,4,3,-0.4
CCc1nc2ccc(C(=O)NCCOc3ccc(OC)cc3)cn2c1N(CC)CCN(C)C,-0.3,.,.,.,.,1,12,.,.,-1.8
Cn1c(CN2CCCCC2)c(C#N)c2ccccc21,-0.2,1,25,0.9,-2,1,0,7,5,2.0
CC(=O)C(=Cc1ccc(O)cc1)C(C)=O,i,0,27,-3.0,-20,0,21,.,-2,.
CS(=O)(=O)n1nc(C(=O)N2CCOCC2)nc1N,0.0,2,40,3.0,-3,4,10,-14,8,.
C/C(=N\NC(=O)c1ccc(NS(=O)(=O)c2cccs2)cc1)c1ccncc1,-0.1,-1,-24,1.3,.,1,32*,-1,11,.

Screening results deposited in PubChem by several laboratories.

Only part of the results is shown; count on the stated rates, not on these rows.
